Screening data deposited in PubChem BioAssay by National Center for Advancing Translational Sciences (NCATS).
S3 lipid droplet: qHTS Assay for Lipid Storage Modulators in Drosophila S3 Cells | Drosophila S3 cells, BODIPY lipid droplet fluorescence, 18-24 h; cells fed with added oleic acid | lipid storage change, negative = inhibition, % at the top dose, mostly 46.1 µM; hits show Potency in µM | 320,000 tested, 0.64% active | AID 2685, 2010; active = well fitted inhibition curve with a large enough effect in the signal ratio, with a control signal flat, not every such curve was filed as active; inconclusive = small, poorly fitted or top-dose-only effect, or effect the other way, or a change in a side signal; the % refers to the signal ratio
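Laser-scanning cytometry quantifies lipid droplet accumulation (500–530 nm total intensity; droplet/cell object ratio) in oleic acid-fed (400 uM added) Drosophila S3 cells treated with a concentration series. 20 uM Triacsin C defined 100% inhibition.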
S3 lipid droplet cell count max: second read-out of S3 lipid droplet, no call of its own (marks repeat the call); cell number change, %; measured here: cell count max response;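 cells counted by Cell Tracker Red CMTPX staining in the red channel; peak over a dose series mostly up to 46.1 µM; percent activity relative to internal control wells on each plate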
An asterisk follows results filed as active; i = inactive; u = inconclusive; x = not tested or not shown. % is set by controls: 0 for no effect and ±100 for the full control effect; potency is the fitted concentration of half-maximal effect.

nr | smiles | S3 lipid droplet cell count max | S3 lipid droplet
1 | Cc1ccccc1NC(=O)OCc1ccccc1 | x | u
2 | CC(C)(C)c1ccc(C(=O)NCc2ccc(Cl)cc2)cc1 | x | -9%
3 | Cc1ccc(CNC(=O)CCC2CCCN(Cc3cc4ccccc4o3)C2)o1 (stereo not given) | x | u
4 | COc1cc(S(=O)(=O)NC2CCCC2)ccc1F | x | i
5 | CCCCn1c(=O)[nH]c(=O)c2c1nc(Cn1ncc(Cl)c(Cl)c1=O)n2CCC | -17* | 9.2µM*
6 | COC(=O)Nc1ccc2ncn(C)c(=O)c2c1 | x | u
7 | COc1cccc(NC(=O)Cn2cnc3c(oc4nc5c(cc43)CCCC5)c2=O)c1 | x | u
8 | COC(=O)C(C)NC(=O)c1ccc(C(C)(C)C)cc1 (stereo not given) | x | u
9 | O=C(CN1CCOc2ccccc21)NCc1ccccc1 | -6 | 0%
10 | Cc1cc2ncn(CCOc3ccccc3C#N)c2cc1C | x | i
11 | Cc1c(NC(=O)CS(=O)(=O)c2ccccc2)c(=O)n(-c2ccccc2)n1C | x | u
12 | COc1cccc(C(=O)N/N=C2\SCC(=O)N2Cc2ccc3c(c2)OCO3)c1 | x | u
13 | Cc1nc(CN2CCOCC2)cc(=O)[nH]1 | x | u
14 | NNc1nc2cccnc2n(CCNc2ncc(C(F)(F)F)cc2Cl)c1=O | x | u
15 | CCOC(=O)C1CCN(CCC(=O)Nc2ccccc2)CC1 | 1 | 0%
16 | NS(=O)(=O)c1ccc(NC(=S)NC(=O)c2cccs2)cc1 | -5 | -6%
17 | Cc1cccc[n+]1CC(=O)c1ccccc1 | 14 | 1%
18 | CCCNC(=O)c1c(N)n(-c2ccc3c(c2)OCO3)c2nc3ccccc3nc12 | x | u
19 | COc1ccccc1C(=O)Nc1ccc(NC(=O)c2ccco2)c(C)c1 | x | u
20 | COC(=O)c1cc2ccsc2n1Cc1nc(-c2ccc(Cl)cc2)oc1C | x | u
21 | CC(C)n1nc(CC(=O)O)c2ccccc2c1=O | -19 | 12%
22 | Cc1cc(C(=O)N/N=C/c2ccc3c(c2)OCO3)c(C)n1-c1ccc(F)cc1 | -12 | -1%
23 | COc1ccc(CNC(=O)C2=CC(c3ccc(OC)cc3)=NS(=O)(=O)N2C)cc1 | -8 | -23%
24 | COC(=O)c1cc2c(C)c(C)c3ccccn3c-2c1C(=O)OC | x | u
25 | COc1ccc(/C=N\NC(=O)C2CCCC2)cc1Br | -3 | i
26 | O=C(C1Cc2ccccc2CN1S(=O)(=O)c1cccs1)N1CCCCC1 (stereo not given) | x | u
27 | O=C(CCc1ccc(S(=O)(=O)NC2CCCCC2)cc1)NCc1cccnc1 | 9 | 1%
28 | COc1ccc(C(=O)NC2CCN(CC(=O)Nc3cccc(C)c3)CC2)cc1OC | 3 | 9%
29 | COc1ccc(-c2cc(-c3n[nH]c(=S)n3-c3ccccc3OC)[nH]n2)cc1 | x | u
30 | O=C(CNC(=O)c1cncc(Br)c1)Nc1ccc(F)c(F)c1F | x | u
31 | O=c1c2nnn(-c3ccccc3)c2ncn1C/C=C/c1ccccc1 | -6 | -7%
32 | CCN(CC)c1ccc(/C=N/N(c2ccccc2)c2ccccc2)c(O)c1 | x | u
33 | CS(=O)(=O)N1CCC(C(=O)Nc2cccc(Cl)c2)CC1 | -6 | 11%
34 | NC(=O)CC(NC(=O)c1ccccc1)c1ccc(NC2CCCCC2)c([N+](=O)[O-])c1 (stereo not given) | x | u
35 | Cc1cccc(CSc2nnc(N)n2-c2ccccc2)c1 | -6 | 9%
36 | CC1CCCCN1CC(=O)Nc1sc2c(c1C#N)CCC2 (stereo not given) | -5 | 12%
37 | O=C(Nc1nccs1)C(F)(F)C(F)(F)C(F)(F)C(=O)Nc1nccs1 | 6 | -7%
38 | C=CCn1c(SCC(=O)Nc2nc(C)cs2)nnc1C(CO)NC(=O)c1ccccc1 (stereo not given) | -9 | i
39 | Cc1nn(-c2ccccc2)nc1C(=O)NNC(=O)c1cccc2ccccc12 | 10 | 14%
40 | COc1cc(OC)c(NC(=O)C(=O)CC(=O)c2ccc(C)cc2C)cc1Cl | -13 | -15%
41 | CCN(CC)c1nc2c(c(=O)[nH]c(=O)n2C)n1CCCc1ccccc1 | x | u
42 | Cc1cc(C)cc(NC(=O)Cn2nnc(C(=O)NCc3ccc(F)cc3)c2N)c1 | 2 | i
43 | COc1ccc(Cl)cc1NC(=O)CN1CCC(n2nnc3cc(C)ccc32)CC1 | x | u
44 | O=C(O)CNC(=O)/C=C/c1c(Cl)cccc1Cl | x | u
45 | CCOC(=O)N1CCN(S(=O)(=O)c2cc(OCC(=O)NC3CCCCC3)c(C)cc2Cl)CC1 | x | u
46 | CCCOc1ccc(C2c3c(oc4cc(C)c(C)cc4c3=O)C(=O)N2CCCN(C)C)cc1OCC (stereo not given) | 11 | 0%
47 | CCN1C(=O)/C(=C2/C=Cc3ccccc3N2CC)SC1=S | x | u
48 | CCC(C(=O)Nc1cc(C(=O)O)ccc1C)c1ccccc1 (stereo not given) | 3 | -7%
49 | O=C(COc1ccc(Cl)cc1)Nc1ccccc1C(=O)NCc1ccco1 | x | u
50 | CCN(CC)c1nc(N2CCN(CCO)CC2)nc2ccccc12 | -22 | -16%
51 | Cc1ccc(S(=O)(=O)N(C)c2ccc(NS(C)(=O)=O)cc2)cc1 | x | u
52 | COC(CNC(=O)C1CCN(S(=O)(=O)c2ccc3nc4c(c(C(=O)O)c3c2)CC(C)CC4)CC1)OC (stereo not given) | x | i
53 | Cc1cc(C)n(-c2nnc(C)c(=O)[nH]2)n1 | x | 4%
54 | O=C(NCc1ccncc1)c1nc(-c2cccs2)no1 | x | u
55 | O=C(O)CCC(=O)N1CCc2cc(S(=O)(=O)NCc3ccc(Cl)cc3)ccc21 | x | 2%
56 | Cc1ccc(CSc2nnc(-c3cccc(S(=O)(=O)N4CCOCC4)c3)n2C2CCCC2)cc1 | x | u
57 | COc1ccc(C2CC(c3ccccc3)=NN2C(=O)COC(=O)c2cccnc2Cl)cc1 (stereo not given) | x | u
58 | CC(C)c1ccc(C(=O)Nc2nnc(S(=O)(=O)N3CCOCC3)s2)cc1 | -21 | i
59 | CN(Cc1ccccc1)C(=O)COC(=O)CCNC(=O)c1ccccc1Cl | x | u
60 | Cc1ccc(Sc2ccc(N)cn2)cc1 | 21 | 10%

New compounds follow.
nr | smiles | S3 lipid droplet cell count max | S3 lipid droplet
61 | COc1ccc(OC)c(/C=C/C(=O)c2ccc3c(c2)OCO3)c1 | x | u
62 | Cc1ccc(OCCOc2cccc(Br)c2)c([N+](=O)[O-])n1 | 7 | 4%
63 | O=C(/C=C/c1cccc(C(F)(F)F)c1)NNC(=O)c1ccncc1 | x | u
64 | O=C(Nc1ncccc1O)c1cccc(S(=O)(=O)N2CCCc3ccccc32)c1 | x | i
65 | COc1ccc(N/N=C(/C(N)=O)C2=NC(C)(C)Cc3ccccc32)cc1 | x | u
66 | CN(C)C(=O)/C(=C/c1cn(-c2ccccc2)nc1-c1cccc([N+](=O)[O-])c1)NC(=O)c1ccccc1 | 0 | 2%
67 | Cc1c(C(=O)NC(C)C2CC3CCC2C3)cccc1[N+](=O)[O-] (stereo not given) | x | u
68 | O=C(NCc1cccs1)c1cccc(S(=O)(=O)N2CCCCC2)c1 | x | u
69 | COc1ccc(OC)c(NC(=O)Nc2nnc(N3CCC(C)CC3)s2)c1 | x | u
70 | Cc1c(NC(=O)c2cccc(NS(C)(=O)=O)c2)c(=O)n(-c2ccccc2)n1C | x | u
71 | CCC1=NC(c2ccc(OC)cc2OC)N(O)C1(C)C (stereo not given) | x | u
72 | COc1ccccc1C1CCN(c2ccc([N+](=O)[O-])c(OC)c2)CC1 | 6 | 10%
73 | CCn1cc(/C=N/NC(=O)c2cc3c(ccc4ccccc43)o2)c2ccccc21 | -7 | -7%
74 | Cc1ccc(S(=O)(=O)NC(C)(C)CN2CCC(Cc3ccccc3)CC2)cc1 | x | u
75 | CCc1cc2c(=O)n(N)c(CCC(=O)O)nc2s1 | x | u
76 | CC1CCCN(CCCNC(=O)C2CCN(S(=O)(=O)N3CCC4(CC3)OCCO4)CC2)C1 (stereo not given) | 16 | -17%
77 | CCC(=O)N1c2ccc(S(=O)(=O)N3CCCCC3)cc2CC1C (stereo not given) | -23 | i
78 | Cc1ccc2ncnc(Nc3ccccc3)c2c1 | -8 | 8%
79 | COC(=O)c1c(C)[nH]c(/C=N/Nc2ccccc2)c1C | 9 | -1%
80 | CCOc1ccccc1NC(=O)CSc1cn[nH]n1 | x | u
81 | O=C(O)CC1c2ccccc2CCN1S(=O)(=O)c1ccc(F)cc1 (stereo not given) | x | u
82 | CCCNC(=O)NC(=O)CN1C(=O)NC(C)(c2ccc(C)cc2)C1=O (stereo not given) | 1 | 1%
83 | CCOC(=O)c1cc(NC(=O)C2CCCO2)cc(C(=O)OCC)c1 (stereo not given) | x | u
84 | CN(CCOc1ccccc1)C(=S)Nc1ccc(OC(F)F)cc1 | x | u
85 | COc1ccc(S(=O)(=O)N2CCOCC2)cc1NC(=O)Cc1ccccc1Cl | x | u
86 | Cc1cccc(OCC(=O)N2CCN(C(=O)c3ccco3)CC2)c1 | -1 | 2%
87 | CC(O)c1n(C)c(Cl)c[n+]1C (stereo not given) | x | u
88 | Nc1ccc(S(=O)(=O)Nc2ccc(S(N)(=O)=O)cc2)cc1 | x | u
89 | CCOC(=O)c1[nH]cnc1C(=O)N1CCN(C(=O)OC(C)(C)C)CC1 | x | u
90 | O=C(N/N=C/c1ccc2c(c1)OCO2)C(O)c1ccccc1 (stereo not given) | 9 | -9%
91 | CC(C)c1ccc(/C=N\NC(=O)c2ccc(Cn3cccn3)o2)cc1 | x | u
92 | COc1ccccc1C1CCN(c2ccc(CO)cc2[N+](=O)[O-])CC1 | x | u
93 | NC1=NS(=O)(=O)NC1c1ccc(F)cc1 (stereo not given) | 16 | 1%
94 | CNC(=S)N(C)c1ccccc1 | 3 | 5%
95 | Cn1c(SCC(=O)NCCc2ccccc2)ncc(C(=O)Nc2ccccc2)c1=O | x | u
96 | Cc1ccc2c(CC(=O)N3CCN(S(=O)(=O)c4cccs4)CC3)coc2c1 | 18 | i

An excerpt of these results, in transposed form.
86: Cc1cccc(OCC(=O)N2CCN(C(=O)c3ccco3)CC2)c1
87: CC(O)c1n(C)c(Cl)c[n+]1C (stereo not given)

entry no.	86	87
S3 lipid droplet cell count max	-1	x
S3 lipid droplet	2%	u

Among those listed so far, 8 contain an NH in an aromatic ring.
nr | smiles | S3 lipid droplet cell count max | S3 lipid droplet
5 | CCCCn1c(=O)[nH]c(=O)c2c1nc(Cn1ncc(Cl)c(Cl)c1=O)n2CCC | -17* | 9.2µM*
13 | Cc1nc(CN2CCOCC2)cc(=O)[nH]1 | x | u
29 | COc1ccc(-c2cc(-c3n[nH]c(=S)n3-c3ccccc3OC)[nH]n2)cc1 | x | u
41 | CCN(CC)c1nc2c(c(=O)[nH]c(=O)n2C)n1CCCc1ccccc1 | x | u
53 | Cc1cc(C)n(-c2nnc(C)c(=O)[nH]2)n1 | x | 4%
79 | COC(=O)c1c(C)[nH]c(/C=N/Nc2ccccc2)c1C | 9 | -1%
80 | CCOc1ccccc1NC(=O)CSc1cn[nH]n1 | x | u
89 | CCOC(=O)c1[nH]cnc1C(=O)N1CCN(C(=O)OC(C)(C)C)CC1 | x | u

Remaining list, next part.
nr | smiles | S3 lipid droplet cell count max | S3 lipid droplet
97 | CS(=O)(=O)N1CC(C(=O)NC2CCCC2)Oc2ccc(Cl)cc21 (stereo not given) | 9 | -17%
98 | COc1cccc(CN2CCN(c3nc4nonc4nc3N3CCCCC3)CC2=O)c1 | 0 | -10%
99 | N#Cc1cccc(NC(=O)COC(=O)CCc2ccc(S(=O)(=O)N3CCOCC3)cc2)c1 | 1 | 8%
100 | COc1ccc(NS(=O)(=O)c2cccc(NC(=O)C3=NN(c4ccccc4)C(=O)CC3)c2)cc1 | x | u
101 | Nc1cccnc1Oc1ccc(F)cc1F | 7 | 13%
102 | COc1ccc(CCNC(=O)Cn2nnc(-c3cccs3)n2)cc1OC | 11 | 25%
103 | CC(C)(C)N(Cc1ccccc1)C(=O)c1ccc2c(c1)OCCO2 | x | u
104 | CCOc1ccc(OCC)c(S(=O)(=O)NNC(=O)c2c(C)nc3ccccn23)c1 | x | u
105 | CCN1C(=O)C(CC(=O)Nc2ccccc2)N(Cc2ccccn2)C1=S (stereo not given) | 6 | 6%
106 | Cc1cccc2sc(N(CCCN(C)C)C(=O)c3ccc(C(=O)c4ccccc4)cc3)nc12 | x | u
107 | Cc1ccc[n+](CC(=O)Nc2cccc([N+](=O)[O-])c2)c1 | x | u
108 | CCOC(=O)C1CCN(C(=O)c2ccc(SC)cc2OC)CC1 | x | u
109 | Cc1nc2ncnn2c(C)c1CCC(=O)NCc1ccccc1 | -8 | i
110 | CSCCC(NC(=O)CCNC(=O)c1ccccc1Cl)c1nc2ccccc2[nH]1 (stereo not given) | x | u
111 | COc1ccc(/C=N/n2c(C)cc(C)c(C(N)=O)c2=O)cc1 | x | u
112 | CCOC(=O)[C@@H]1[C@H]2COc3ccccc3[C@@H]2N2C(=O)N(c3ccc(OC)cc3)C(=O)[C@@]12C | 22 | -3%
113 | O=C(N/N=C/c1cccc(OC(=O)c2ccco2)c1)c1ccc(F)cc1 | -7 | -1%
114 | O=C(O)c1ccc(Cl)c(S(=O)(=O)NCc2ccco2)c1 | x | u
115 | S=C(Nc1ccccc1Cl)N1CCCCCC1 | x | u
116 | O=C1NC2(CCC3(CC2)OCCO3)NN1c1ccc(Cl)cc1 | x | u
117 | C=C(C)CN(CC)C(=O)CN1C(=O)NC(C)(c2ccc3ccccc3c2)C1=O (stereo not given) | x | u
118 | CCOC(=O)c1sc(NC(=O)COc2ncnc3ccccc23)c(C(=O)OCC)c1C | x | u

Some of the compounds tested (hit frequency here may not be typical).
